# TDP1 cell CPT – DT40-hTDP1 cell growth loss with CPT; chicken DT40 Tdp1-/-;hTDP1 cells + 20 nM CPT, ATP luminescence, 48 h; Potency, µM (highest dose often 46.2 µM), for the others: at the highest dose activity change, negative = growth inhibition, hits mostly inhibitors; 420,000 tested, 12% active; AID 686979; note: nearly all actives have a fitted effect of over 55% in size
#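 Chicken DT40 Tdp1-/- cells complemented with human TDP1, 400 cells/well, exposed to compounds plus 20 nM camptothecin for at least 48 h at 37 C; viability read as ATP content by CellTiter-Glo luminescence.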
# TDP1 cell noCPT – qHTS for Inhibitors of human tyrosyl-DNA phosphodiesterase 1 (TDP1): qHTS in cells in absence of CPT; Potency, µM (highest dose often 46.2 µM), inactives show at the highest dose activity change, negative = growth inhibition, usual class: inhibitors; 420,000 tested, 15% active; DT40 Tdp1-/- hTDP1 cells, no CPT, ATP luminescence, 48 h; note: nearly all actives have a fitted effect of over 55% in size
#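 Chicken DT40 Tdp1-/- cells complemented with human TDP1, screened without camptothecin (DMSO vehicle only), 400 cells/well. Compounds pin-transferred, cells incubated at 37 °C for at least 48 hr. Growth read as ATP-dependent luminescence (CellTiter-Glo, 30 min at RT).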
# KAT2A inh – inhibitors of human GCN5L2 histone acetyltransferase. AID 504327. 390,000 tested, 0.21% active. Potency, µM (highest dose often 58.9 µM), for inactives: at the top dose activity change, negative = inhibition, hits mostly inhibitors. GCN5L2 HAT assay, ThioGlo1 CoA-SH fluorescence. Q92830
# Target sequence (Q92830 whole entry, looked up): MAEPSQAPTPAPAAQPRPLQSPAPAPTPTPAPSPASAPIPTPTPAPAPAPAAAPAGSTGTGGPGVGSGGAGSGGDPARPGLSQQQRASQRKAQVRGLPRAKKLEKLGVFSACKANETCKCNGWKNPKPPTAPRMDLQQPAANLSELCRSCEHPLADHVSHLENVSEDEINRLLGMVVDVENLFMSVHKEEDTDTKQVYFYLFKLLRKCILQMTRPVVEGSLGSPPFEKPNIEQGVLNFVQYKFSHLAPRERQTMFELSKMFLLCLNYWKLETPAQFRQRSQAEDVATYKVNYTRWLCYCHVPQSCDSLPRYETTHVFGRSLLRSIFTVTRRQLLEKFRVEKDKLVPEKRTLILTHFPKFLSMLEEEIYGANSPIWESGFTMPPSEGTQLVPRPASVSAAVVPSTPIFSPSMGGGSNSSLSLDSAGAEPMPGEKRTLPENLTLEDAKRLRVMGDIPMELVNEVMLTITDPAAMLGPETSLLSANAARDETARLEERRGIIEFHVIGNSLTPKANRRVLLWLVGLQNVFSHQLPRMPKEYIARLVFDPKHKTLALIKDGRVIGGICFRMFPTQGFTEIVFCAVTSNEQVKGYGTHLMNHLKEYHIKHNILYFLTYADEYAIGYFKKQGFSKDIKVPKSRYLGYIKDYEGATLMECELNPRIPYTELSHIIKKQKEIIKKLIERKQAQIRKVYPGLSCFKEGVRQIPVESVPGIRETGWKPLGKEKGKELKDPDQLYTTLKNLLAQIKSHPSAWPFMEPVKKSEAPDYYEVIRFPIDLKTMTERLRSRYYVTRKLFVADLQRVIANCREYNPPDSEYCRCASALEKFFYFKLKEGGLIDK
#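 ThioGlo1-coupled HAT assay: 20nM GCN5L2, 70uM acetyl-CoA, 75uM H3(1-25) peptide, pH 7.5. Fluorescence read at 340/540nm at start and after 20 min at room temperature.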
# Numbers without * were called inactive; ? = inconclusive; · = no result given; & = joins results of further samples; [ ] = remark or other dose. Calls come from the whole dose curve; as a rule, active = well fitted curve in the direction sought with a large enough effect; inconclusive = small, poorly fitted or top-dose-only effect, or another doubt; inactive = no such curve, though single readings can be large; an effect the other way counts as inactive or inconclusive. % is set by controls: 0 for no effect and ±100 for the full control effect; potency is the fitted concentration of half-maximal effect.
# Every second line gives: TDP1 cell noCPT | KAT2A inh | TDP1 cell CPT
CCN(CC)S(=O)(=O)c1ccc(NC(=S)Nc2ccc(F)cc2)cc1
→ ? | -16.8% | ?
CC1CCCN(C(=O)COC(=O)CNS(=O)(=O)c2ccc3ccccc3c2)C1 (stereo unspecified)
→ -3.7% | -3.4% | -9.0%
CC(=O)Nc1nonc1C(=O)N1CCC(C)CC1
→ -19.5% | 2.9% | ?
Cc1cc(Cl)ccc1OC(C)C(=O)Nc1cnn(CCCC(=O)O)c1 (stereo unspecified)
→ 0.7% | -14.8% | -8.2%
C=CCOC(=O)C1=C(C)NC(=S)NC1/C=C/c1ccccc1 (stereo unspecified)
→ ? | -4.6% | ?
COC(=O)CCCC1=CC2=CC(=O)C(C)(OC(=O)c3cccs3)C(=O)C2=CN1C1CCCC1 (stereo unspecified)
→ -9.3% | -18.6% | -9.0%
COc1cc2[nH]c(=O)n(CCC(=O)N3CCN(c4cc(Cl)ccc4C)CC3)c(=O)c2cc1OC
→ ? | -2.2% | ?
CC(=O)OCC(OC(C)=O)C(OC(C)=O)C(OC(C)=O)C(=O)Nc1cccc(C)c1 (stereo unspecified)
→ -1.2% | -7.5% | -17.6%
CN(C)c1ccc(/C=C(\C#N)C(=O)Nc2nc3c(s2)CCN(Cc2ccccc2)C3)cc1
→ ? | 0.0% | ?
Cc1ccc(S(=O)(=O)Nc2c(C(=O)O)[nH]c3ccccc23)cc1C
→ 22.7% | -1.6% | 2.0%
CCOC(=O)Cc1csc(NC(=O)CSc2nnc(C(C)C)n2CC)n1
→ -3.4% | -5.4% | -21.0%
O=C(Nc1ccccc1Cl)C1CC(=O)N(Cc2ccco2)C1 (stereo unspecified)
→ 3.4% | -3.0% | 23.5%
O=C(NCCNC(=O)c1ccccc1F)c1ccccn1
→ -4.5% | -0.9% | -11.4%
CCN1CCN(C(=O)c2ccc3c(c2)N(Cc2ccc(C)cc2)CCS3)CC1
→ 23.1µM* | -10.2% | 20.6µM*
CC1CCCc2sc3ncn(N)c(=N)c3c21 (stereo unspecified)
→ ? | 6.0% | 4.3%
COc1ccc(Cn2c(-c3ccco3)nc3oc4cc(OC)ccc4c(=O)c3c2=O)cc1
→ 16.4µM* | -1.7% | ?
COc1ccc(-c2cccc(-c3cc(=O)oc4ccc(C(C)(C)C)cc34)c2)cc1
→ ? | -6.6% | ?
COc1ccc([N+](=O)[O-])cc1N(CC(O)CN(CC(C)C)CC(C)C)S(=O)(=O)c1ccccc1 (stereo unspecified)
→ 20.6µM* | -5.7% | ?
Cc1cc(C)nc(NC(=O)Cc2cccs2)n1
→ 0.3% | -25.8% | 3.8%
C=CCNc1oc(-c2ccc(OC)cc2)nc1C#N
→ ? | -0.6% | 16.4µM*
CCc1ccc(-c2nc(CSCC(=O)NCc3ccc(C)cc3)c(C)o2)cc1
→ ? | -3.7% | ?
Cc1cnc(SCc2ccc(Cl)cc2Cl)[nH]c1=O
→ 20.6µM* | -3.4% | ?
COc1cc(C(=O)NNC(=O)CNC(=O)c2ccc(Br)o2)cc(OC)c1OC
→ 4.6% | -2.0% | 3.5%
Cc1ccc(NS(=O)(=O)c2ccc(OCC(=O)NCC3CCCO3)cc2)cc1 (stereo unspecified)
→ ? | 8.3% | ?
Cc1ccnc(SCC(=O)Nc2cccc(S(=O)(=O)N3CCOCC3)c2)n1
→ -27.1% | -7.5% | -17.4%
COc1cccc(-c2nc(CS(=O)(=O)CC(=O)NCCc3ccc(OC)cc3OC)c(C)o2)c1
→ 23.1µM* | -8.7%&-4.3% | 18.4µM*
Cc1cccc(C)c1NC1=NC(=S)N(c2ccc(N(C)C)cc2)C1(C)C
→ ? | 1.8% | -23.1%
CS(=O)(=O)N(CC(=O)N1CCc2ccccc2C1)c1cccc([N+](=O)[O-])c1
→ -17.2% | -9.0% | -6.2%
Cn1c(=O)oc2cc(S(=O)(=O)NCCC(=O)NCc3ccc(F)cc3)ccc21
→ -3.8%&-26.2% | -12.2%&-6.6% | -11.6%&-9.1%
CCCCOC(=O)c1ccc(NC(=O)COC(=O)c2ccc3ncsc3c2)cc1
→ -13.2% | -5.2% | -28.0%
COc1ccc(C2=NOC(Cn3nc(C(=O)O)cc3-c3ccccc3)C2)cc1 (stereo unspecified)
→ -5.3% | -11.1% | -0.8%
O=C1c2cccnc2C(=O)N1C1CCCCC1
→ -7.9% | -3.5% | -5.1%
Cc1ccc(-c2cn(-c3ccc(OC(F)F)cc3)c3[n+]2CCCCC3)cc1
→ 1.03µM* | -1.5% | 0.651µM*
Cc1ccc(-c2nc3ncccn3c2Nc2ccc3c(c2)OCCO3)o1
→ -18.2% | -0.9% | -11.3%
O=C(NCCO)C(=O)c1c(-c2ccccc2)cc2ccccn12
→ 0.0% | -1.4% | -3.0%
CCN(CC)S(=O)(=O)c1cnccc1N1CCN(c2cccc(Cl)c2)CC1
→ 16.4µM* | -5.1% | ?
CC1(C)CCSC(/C=C/c2ccccc2)=N1
→ 4.61µM* | 1.5% | 4.61µM*
S=C(NCCc1c[nH]c2ccccc12)NC1CC1
→ -16.5% | -0.6% | -9.1%
O=C(O)Cc1ccc(NC(=O)c2cccc(NC(=O)c3ccco3)c2)cc1
→ -18.4% | -26.0% | 4.7%
CC1CN(Cc2nc3c(c(=O)n(C)c(=O)n3C)n2CCN2CCOCC2)CC(C)O1 (stereo unspecified)
→ -11.6% | -6.8% | -10.0%

# An excerpt from above, reduced to KAT2A inh.
SMILES,KAT2A inh
Cc1ccc(NS(=O)(=O)c2ccc(OCC(=O)NCC3CCCO3)cc2)cc1 (stereo unspecified),8.3%
Cc1ccnc(SCC(=O)Nc2cccc(S(=O)(=O)N3CCOCC3)c2)n1,-7.5%
COc1cccc(-c2nc(CS(=O)(=O)CC(=O)NCCc3ccc(OC)cc3OC)c(C)o2)c1,-8.7%&-4.3%

# Other results:
# Every second line gives: TDP1 cell noCPT | KAT2A inh | TDP1 cell CPT
CCC1Nc2ncnc(N3CCCCC3)c2N(Cc2ccc(C)cc2)C1=O (stereo unspecified)
→ ? | -2.4% | ?
O=[N+]([O-])c1ccccc1/C=C/C=N/Nc1nc(N2CCCCC2)nc(N2CCCCC2)n1
→ ? | -10.4% | -28.6%
CCc1c(C)sc(NC(=O)c2cc3nc(-c4ccc(OC)cc4)cc(C(F)(F)F)n3n2)c1C(=O)OC
→ -3.4% | -2.0% | 5.0%
COC(=O)c1ccc(NC(=S)NNC(=O)c2ccccc2)cc1
→ ? | -15.6% | -22.2%
CCCN1CCN(C(=O)c2c(Cl)cnn2C)CC1
→ 10.8% | -12.5% | -7.3%
Cc1ccccc1C(=O)N1CCC(C(=O)NN2C(=O)NC3(CCCCC3)C2=O)CC1
→ 17.7% | 0.8% | 2.2%
O=C(CC(c1ccco1)C1CCCCC1=O)c1ccccc1 (stereo unspecified)
→ ? | -4.0% | ?
C[C@H]1CN([C@@H](C)CO)C(=O)CCCn2nncc2CO[C@H]1CN(C)S(=O)(=O)c1ccc2c(c1)OCCCO2
→ 7.1% | · | 9.9%
Cc1oc(-c2ccccc2NC(=O)c2ccsc2)nc1CN(C)CC1CC=CCC1 (stereo unspecified)
→ 4.0% | · | -3.5%[9.04 µM]
Cc1oc2cc(OC(=O)c3ccco3)ccc2c(=O)c1-c1nc2ccccc2n1C
→ -1.0% | -3.8% | -16.5%
Cc1ccc(S(=O)(=O)c2cn(CC(=O)Nc3ccc4c(c3)OCO4)c3ccc(C)cc3c2=O)cc1
→ -15.0% | -0.4% | 6.3%
CCOC(=O)c1cnc2c(CC)cccc2c1NCCCN1CCOCC1
→ ? | -2.2% | ?
Nc1ccc(Cl)c[n+]1Cc1cccc2cccnc12
→ ? | -6.1% | -23.2%
Cc1ccc(C(=O)NC2CCC(C)CC2)o1 (stereo unspecified)
→ -2.1% | -8.8% | 23.3%
Cc1ccc(N2C(=O)CSC2c2ccc3c(c2)OCO3)cc1 (stereo unspecified)
→ ? | 0.8% | -22.2%
COc1ccc(CN2CCOc3ccc(CN4CCC(O)CC4)cc3C2)c(OC)c1OC
→ -22.0% | · | -22.1%
O=C(CNC(=O)c1ccco1)OCC(=O)c1cccc2ccccc12
→ ? | · | 16.4µM*
C=CCOC(=O)C1=C[C@@H](c2coc3ccccc3c2=O)C[C@@H](OCCCCO)O1
→ -15.2% | · | -14.1%
Cc1ccc(S(=O)(=O)Cn2nnnc2C(c2ccccc2)N2CCN(c3ncccn3)CC2)cc1 (stereo unspecified)
→ -29.7% | -7.5% | ?
CCCC(=O)NC(Nc1ccccc1OC)C(Cl)(Cl)Cl (stereo unspecified)
→ -15.5% | -9.5% | ?
Cc1cccc(Cn2cccc2CNS(=O)(=O)c2ccc(Br)cc2)c1
→ ? | -4.5% | ?
CC(C)C[C@H]1CN([C@@H](CC(C)C)CN2CCC[C@@H]2CN2C(=S)NC[C@@H]2Cc2ccc(O)cc2)C(=S)N1CC1CCCCC1
→ 16.4µM* | · | ?
CC1CN(C2=CC(=O)CCC2)CC(C)O1 (stereo unspecified)
→ 15.9% | -1.2% | -18.6%
CC1=C(C(=O)OC(C)C)C(c2ccccn2)n2ncnc2N1 (stereo unspecified)
→ 8.9% | -7.1% | 7.0%
CCOC(=O)CNC(=O)CSc1ccc2nnc(-c3cccnc3)n2n1
→ -1.4% | -1.1% | 11.6%
Cc1ccc2nc(-c3ccc4c(c3)NC(=O)CO4)cn2c1
→ ? | -27.9% | 0.2%
CCOC(=O)c1ccc(NC(=S)N2CCN(S(C)(=O)=O)CC2)cc1
→ 0.0% | 0.4% | -6.3%
COc1ccc(-c2cc3ccc(O)c(CN4CCN(CCO)CC4)c3oc2=O)cc1OC
→ ? | 17.8µM* | ?
CCOc1cccc(CNc2ccc(O)cc2)c1OCc1ccccc1Cl
→ 11.6µM* | -7.6%&-16.3% | 13µM*
CCOc1ccccc1NC(=O)c1cccc2ccccc12
→ ? | -22.2% | ?
CS(=O)(=O)N1CCN(C(=O)C2c3ccccc3Oc3ccccc32)CC1
→ -8.2% | -7.6% | -0.3%
CCOC(=O)C1(C)CCN1C(=O)c1csnn1 (stereo unspecified)
→ -8.7% | · | -3.3%
COc1ccc(OC)c(NC(=O)CS(=O)(=O)Cc2ccccc2)c1
→ 0.5% | -27.1% | -22.5%
COCCN1C2=C(C(=O)CC(C)(C)C2)C(c2ccc(O)c(OC)c2)C2=C1CC(C)(C)CC2=O
→ -14.5% | -4.5% | -0.3%
O=C(CN1C(=O)NC(CCc2ccccc2)C1=O)Nc1cccc(Br)c1 (stereo unspecified)
→ 16.4µM* | -6.4% | ?
CCCCC[C@H](C)N1C[C@@H](COCc2ccccc2)Oc2cc(N3CC[C@H](N(C)C)C3)ccc2S1(=O)=O
→ ? | · | ?
O=C(CCN1CCc2ccccc2C1)Nc1ccc2c(c1)OCO2
→ -25.3% | -5.4% | -3.4%
Cn1ncc(Cl)c(Oc2ccccc2)c1=O
→ 2.7% | ? | -2.0%
Cc1ccc(CC(=O)OC(C)C(=O)NC2CCCCC2C)cc1C (stereo unspecified)
→ ? | -0.6% | ?
CCOC(=O)[C@]12CCCC=C1N(Cc1ccccc1)C(=O)[C@H](CC(=O)N1CCOCC1)C2
→ 6.6% | · | 12.2%
C/C(=N\NC(=O)c1ccccc1C)c1ccc(NC(=O)c2cccs2)cc1
→ ? | -7.7% | ?
Cc1ccc(C(=O)Nc2ccc(N3CCN(C)CC3)cc2)cc1
→ -1.5% | 2.2% | -2.2%
CC1(C(=O)NS(=O)(=O)c2ccc(C#N)cc2)CCN1C(=O)C1(c2ccccc2)CCCC1 (stereo unspecified)
→ 13µM* | · | 11.6µM*
Cc1ccc(S(=O)(=O)N2CCC(C(=O)N[C@H](C(=O)NC3CCS(=O)(=O)C3)C(C)C)CC2)cc1 (stereo partly specified)
→ -25.0% | -4.1% | -1.2%
COc1ccc(S(=O)(=O)N(C)CC(=O)N2CCC(C(N)=O)CC2)cc1Cl
→ 9.4% | 2.9% | 1.1%
CC(C)CCNC(=O)[C@@H](Cc1ccccc1)NC(=O)CC[C@H]1O[C@@H](n2ccc(=O)[nH]c2=O)[C@H](O)[C@@H]1O
→ 0.9% | · | 2.1%
Cc1sc2nc3n(c(=O)c2c1C)CCCS3
→ -28.5% | 3.5% | -10.1%
COc1ccc(/C=C(\C#N)c2nc(-c3cc4ccccc4oc3=O)cs2)cc1OC
→ -2.5% | 2.4% | 3.6%
CCN1CCN(c2ccc(N=Cc3ccccc3O)cc2)CC1
→ ? | 1.1% | -13.7%
CCN(C(=O)/C=C/c1ccc(OC)cc1)C1CCCCC1
→ ? | -5.5% | -18.4%
COc1ccc(-n2cnc3ccccc32)cc1
→ -21.1% | -4.8% | ?
CN(Cc1cccc(-n2cccn2)c1)C(=O)CCc1nnc(C2CCCCC2)o1
→ 11.3% | -0.5% | -4.0%
COc1cc2nc(CCc3ccccc3)oc(=O)c2cc1OC
→ 2.2% | -3.5% | 0.8%
Cc1ccccc1C1=NC(c2ccc(F)cc2F)ON1 (stereo unspecified)
→ ? | -11.9% | -24.2%

# Some of the compounds tested, so the mix of outcomes need not match the whole.
